PPARg SRC1 recr: PPARgamma agonists recruiting SRC-1 coactivator, primary screen, biochemical; PPARgamma-SRC-1 coactivator recruitment biochemical assay; 200,000 tested, 0.41% active; Peroxisome proliferator-activated receptor gamma (Homo sapiens), P37231; activation, % at 8 µM; AID 631, 2007; in the data active = activation above about 19%;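 note: 0% = DMSO and 100% = reference agonist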
Redox H2O2 prof: compounds producing H2O2 with reducing agent – biochemical, NIH compound library profiling, artefact control for MLSCN library redox annotation, primary screen. DTT-dependent redox cycling H2O2, phenol red/HRP absorbance; 100% = 100 µM peroxide control, 0% = buffer. activation, % at 10 µM. 200,000 tested, 0.03% active. AID 878, 2007;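 active = activation of at least 50% relative to the plate's high and low controls in the primary single-dose screen; inactive = activation below 50%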;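 note: compound incubated with DTT at 0.8 mM final as the reducing agent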
PPARg SRC-3 ag: PPARgamma agonists recruiting SRC-3 coactivator, primary screen, biochemical. activation, % at 8 µM. biochemical PPARgamma/SRC-3 coactivator recruitment assay. Peroxisome proliferator-activated receptor gamma (Homo sapiens), P37231. 200,000 tested, 0.26% active; in the data active = activation above about 23%;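 note: 0% = DMSO and 100% = reference agonist; some compounds past the cut are filed as inactive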
bIAP act: bovine intestinal alkaline phosphatase activators, primary screen, biochemical, bovine IAP, CDP-star luminescence | AID 1016, 2008 | alkaline phosphatase, intestinal [Bos taurus] | 200,000 tested, 0.17% active | purified bovine IAP, 30 min; stronger effect = higher value; fold of DMSO-control signal, blank-subtracted | activation factor at 20 µM;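 active = activation factor of 2 or more at 20 µM, a signal rise over negative controls twice the positive control's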
bIAP inhibitor: bovine intestinal alkaline phosphatase inhibitors, primary screen, selectivity assay for TNAP inhibitor project, biochemical, bovine IAP, CDP-star luminescence. purified bovine IAP, 30 min. 190,000 tested, under 10 active. alkaline phosphatase, intestinal [Bos taurus]. inhibition, % at 20 µM;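 active = over 50% inhibition of intestinal alkaline phosphatase at 20 µM in the single-dose screen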
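Incubation: 30 min reaction at room temperature / Material: purified bovine intestinal alkaline phosphatase (IAP) enzyme / Input: enzyme at 1/65,000,000 dilution / Dosing: 20 µM single dose / Signal: CDP-star luminescence signal / Reagent: CDP-star chemiluminescent phosphatase substrate, 30 µM final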
Lmaj promast: Leishmania major promastigote growth inhibition, primary screen; AID 1063, 2008; 200,000 tested, 9% active; inhibition, % at 10 µM; Leishmania major promastigotes, resazurin fluorescence viability; in the data active = inhibition above about 50%;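 note: promastigotes grown with compound for 44 hours at 28 °C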
TLR4 MyD88 comp: inhibitors of TLR4-MyD88 association in cells, primary screen, cell-based, HeLa CL3-4, BLA complementation, FRET ratio; Toll-like receptor 4 (Homo sapiens) + Myeloid differentiation primary response protein …; HeLa CL3-4 TLR4/MyD88 BLA complementation; inhibition, % at 8.4 µM; 200,000 tested, 0.18% active; AID 861, 2007; in the data active = inhibition above about 25%;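 note: 0% = vehicle and 100% = reference inhibitor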
Target sequence (O00206 whole entry, looked up): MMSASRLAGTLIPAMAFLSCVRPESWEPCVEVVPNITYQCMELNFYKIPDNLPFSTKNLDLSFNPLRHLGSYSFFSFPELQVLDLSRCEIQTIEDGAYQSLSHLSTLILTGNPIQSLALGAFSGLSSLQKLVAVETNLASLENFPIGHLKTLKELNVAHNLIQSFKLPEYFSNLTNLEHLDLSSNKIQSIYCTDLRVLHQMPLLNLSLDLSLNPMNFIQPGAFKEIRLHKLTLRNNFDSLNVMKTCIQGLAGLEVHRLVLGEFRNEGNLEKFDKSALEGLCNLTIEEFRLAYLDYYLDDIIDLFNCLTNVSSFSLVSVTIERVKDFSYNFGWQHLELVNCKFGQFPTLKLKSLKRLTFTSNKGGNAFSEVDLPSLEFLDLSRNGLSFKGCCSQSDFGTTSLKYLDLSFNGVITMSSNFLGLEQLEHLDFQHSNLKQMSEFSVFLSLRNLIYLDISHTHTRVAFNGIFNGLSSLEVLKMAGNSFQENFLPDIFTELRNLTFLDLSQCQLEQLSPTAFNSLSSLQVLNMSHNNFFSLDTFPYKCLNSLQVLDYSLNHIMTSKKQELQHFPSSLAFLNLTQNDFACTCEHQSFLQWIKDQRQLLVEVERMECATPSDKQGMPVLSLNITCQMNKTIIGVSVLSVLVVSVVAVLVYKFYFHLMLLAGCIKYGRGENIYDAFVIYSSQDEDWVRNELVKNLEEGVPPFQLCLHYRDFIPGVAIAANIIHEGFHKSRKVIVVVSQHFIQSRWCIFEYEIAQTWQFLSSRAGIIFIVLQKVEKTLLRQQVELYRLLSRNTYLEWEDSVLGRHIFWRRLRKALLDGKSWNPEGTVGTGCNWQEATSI
Target sequence (Q99836 whole entry, looked up): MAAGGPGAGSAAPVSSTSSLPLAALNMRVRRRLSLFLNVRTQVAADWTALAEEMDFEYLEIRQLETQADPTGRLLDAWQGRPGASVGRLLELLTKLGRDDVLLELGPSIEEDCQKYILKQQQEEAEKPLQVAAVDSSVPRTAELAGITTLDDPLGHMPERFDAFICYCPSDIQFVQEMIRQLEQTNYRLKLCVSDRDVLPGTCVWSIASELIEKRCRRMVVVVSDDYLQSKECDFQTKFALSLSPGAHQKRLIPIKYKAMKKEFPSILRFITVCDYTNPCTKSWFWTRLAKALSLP
PPARg SRC2 recr: agonists of PPARg-SRC-2 recruitment, primary screen, biochemical, HTS; Peroxisome proliferator-activated receptor gamma (Homo sapiens), P37231; PPARgamma LBD-SRC-2 recruitment; activation, % at 8 µM; 200,000 tested, 0.34% active; AID 1032, 2008; in the data active = activation above about 22%;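 note: 0% = vehicle and 100% = reference agonist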
SRC2 TRFRET art: TR-FRET signal artefacts, primary screen, artefact control for PPARgamma SRC-2 agonist project, biochemical. TR-FRET artefact counter-screen; stronger effect = higher value. TR-FRET ratio at 8 µM. 200,000 tested, 0.4% active. AID 1049, 2008; in the data active = TR-FRET ratio above about 2000; note: inactives centre near 1500
S1P3 antagonist: S1P3 receptor antagonists, primary screen, cell-based; Sphingosine 1-phosphate receptor 3 (Homo sapiens), Q99500; CHO S1P3 NFAT-BLA reporter, FRET fluorescence, antagonist mode; inhibition, % at 4.98 µM; 170,000 tested, 0.27% active; AID 485, 2006;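 active = inhibition above the plate cutoff, the mean inhibition of test wells on that plate plus 3 SD, cut at about 28% in these data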;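 note: cells challenged with S1P at its EC80 of 0.8 µM; blue over green emission ratio from cleaved BLA substrate after 4 h stimulation; 0% = S1P-stimulated wells and 100% = unstimulated DMSO-only wells; some compounds past the cut are filed as inactive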
ROMK primary: ROMK potassium channel modulators, primary screen, cell-based, thallium flux, MLSMR library | 130,000 tested, 2% active | B-score at 10 µM | Tet-inducible ROMK, thallium flux fluorescence; actives lie on both sides | ATP-sensitive inward rectifier potassium channel 1 (Homo sapiens), P48048;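 active = signal ratio slope over the read window, or its plate-corrected B-score, at least 3 SD from the plate mean, either direction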;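 note: B-score of the F/F0 ratio slope over 7 to 12 s after thallium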
Starred values were filed as active, the others as inactive; / = not tested or not shown. Hits appear at their usual frequency. About 11% of those tested had a hit in this group.

Every second line gives: Redox H2O2 prof	bIAP act	PPARg SRC-3 ag	TLR4 MyD88 comp	bIAP inhibitor	Lmaj promast	PPARg SRC2 recr	PPARg SRC1 recr	SRC2 TRFRET art	ROMK primary	S1P3 antagonist
O=C(COC(=O)c1cccc(C(=O)OCC(=O)NCc2ccc(F)cc2)n1)NCc1ccc(F)cc1
 : -0.6	0.9	0	-1	10	-6	9	3	1777	0.55	-16
CC(C)[C@H](NC(=O)c1ccccc1Cl)C(=O)NC1CCCCCC1
 : -1.2	0.9	3	-1	5	22	-8	-2	1471	-0.33	-9
COc1ccc(OC)c(NC(=S)NCc2ccccc2OC)c1
 : -3.1	0.8	3	9	16	17	0	-5	1289	-0.029	-6
CC1(C)N=C(c2ccccc2)C(=O)N1
 : 0.1	1	-2	-3	5	-7	1	2	1389	-0.075	/
Cc1ccc(NC(=S)/C(=C(\[O-])c2ccc(Cl)s2)[n+]2cccc(CO)c2)cc1C
 : -1.2	0.9	0	4	7	3	5	13	1488	-0.081	-16
COc1cc(CN2CCNC(=O)C2CC(=O)O)cc(OC)c1 (stereo not given)
 : 0.7	0.9	6	0	8	-3	18	10	1813	0.3	-18
O=C(NNC1CC(=O)N(c2cccc(Cl)c2)C1=O)c1cccnc1 (stereo not given)
 : -0.2	0.6	-2	-1	43	-8	2	-5	1596	1.3	6
Cc1cc(C)c2nc3nc(C)cc(C)c3c(N)c2c1
 : -0.5	0.9	5	0	8	100*	6	4	1585	/	-16
COc1cc(C(=O)OCC(=O)NCc2ccccc2)cc(NC(=O)c2ccco2)c1OC
 : -0.1	0.9	6	-3	12	-4	3	0	1669	-0.25	/
Cn1ccnc1SCC(=O)n1c2c(c3ccccc31)CCCC2
 : -0.8	1	7	-9	2	2	4	5	1692	-0.03	-4
NC(=O)CSc1ncnc2c1oc1ccccc12
 : -0.6	1	153*	-1	-3	-6	110*	120*	4661*	/	-2
CCOC(=O)c1c(-c2ccccc2)oc2ccc(O)c(CN(C)C)c12
 : 0.1	1	12	6	1	100*	9	2	1528	-1.6	/
Clc1ccc(Cc2nc(-c3ccncc3)no2)cc1
 : 0.0	1.1	0	-14	-14	40	-3	-8	1289	-0.66	-25
O=S(=O)([N-]c1nc2ccccc2nc1-[n+]1ccccc1)c1ccc(F)cc1
 : 0.6	1	1	-11	-4	1	6	8	1542	-1.1	-6
O=C(O)c1ccc(-n2nnnc2SCc2ccccc2)cc1
 : 0.2	0.9	-7	15	6	-7	-2	0	1505	/	/
CC(=O)c1cn(CC(=O)NCc2ccco2)c2ccccc12
 : 2.6	0.9	-4	-5	5	-3	-1	-2	1454	/	/
Cc1ccnc(Sc2ncccc2[N+](=O)[O-])n1
 : 0.0	0.8	12	-7	16	0	12	-4	1503	0.25	/
CCOc1ccc(C2c3[nH]c4ccccc4c3CCN2Cc2cn(CC)nc2C)cc1 (stereo not given)
 : 0.6	1	-2	-12	4	64*	2	0	1547	-0.12	-20
Cc1cc2ncn(-c3ncnc4sc5c(c34)CCC(C)C5)c2cc1C (stereo not given)
 : 1.2	0.9	3	4	5	1	-6	4	1601	/	/
NC(=O)c1cnn2c(C(F)(F)F)cc(-c3ccccc3)nc12
 : 2.9	0.9	2	-9	12	0	-7	-8	1419	/	4
CCSc1nnc(NC(=O)CSc2nccn2-c2cccc(C)c2)s1
 : 1.8	1	-5	0	4	-7	-7	4	1346	/	-1
CCC1CCCCN1CCCNC(=O)C1CCN(S(=O)(=O)N2CCCCC2)CC1 (stereo not given)
 : -0.2	1.1	5	-19	-10	5	-4	0	1565	0.25	-8
COc1ccc(N2C(=O)C3C4c5ccccc5C(C=Nc5ccc(C)cc5C)(c5ccccc54)C3C2=O)cc1 (stereo not given)
 : -4.0	/	-2	6	/	35	-6	-1	1279	-0.34	/
CSc1nsc(SC)c1NC(=O)N1CCCC1
 : -1.2	0.9	10	3	9	-3	2	8	1556	/	-18
CC1CC(=O)Nc2ccc([N+](=O)[O-])cc2N1C (stereo not given)
 : -0.2	1.1	-2	1	-5	-10	2	1	1597	0.35	-8
COc1ccc(C2C(C(=O)N3CC(C)CC(C)C3)c3ccccc3C(=O)N2C)cc1 (stereo not given)
 : 1.1	1	9	-5	-4	-2	6	6	1592	/	/
Cc1c(C(=O)OCC(=O)Nc2cccc(S(N)(=O)=O)c2)oc2c1ccc1ccccc12
 : 1.4	1.1	-5	2	-8	-2	-1	-3	1489	1.6	-3
Cc1cc(NC(=O)CSCC(=O)N(c2cccc(Cl)c2)C(C(=O)NC2CCCCC2)c2ccc(O)c(O)c2)no1 (stereo not given)
 : -0.1	0.9	4	-1	11	-4	-2	-1	1549	-4.8*	-8
O=C(O)c1ccc(NC2CC(=O)N(Cc3ccccc3)C2=O)cc1 (stereo not given)
 : -1.7	1.1	-5	-10	-8	-4	-1	2	1499	-0.2	1
O=c1cc(N2CCN(c3ccccc3)CC2)[nH]c(=O)n1-c1ccccc1
 : -0.7	1	3	-6	1	-6	7	-3	1538	1	-10
CCOC(=O)c1sc(NC(=O)CSc2n[nH]c(CC(C)C)n2)nc1C
 : 0.0	0.9	1	-7	9	-8	-1	0	1542	-1.5	-5
Cc1nn(C(C)C)c(C)c1CN1CCCC(C(=O)c2cccc(OC(C)C)c2)C1 (stereo not given)
 : -0.4	1	-1	14	-5	20	-3	-7	1420	-0.45	-3
COCc1cc(CN2CCCC(CNC(=O)c3ccc(F)cc3)C2)ccc1OC (stereo not given)
 : 12	1.1	0	-2	-9	0	4	11	1651	-1.1	-18
O=C1C(c2cc(=O)c3ccccc3[nH]2)=C(O)c2ccccc21
 : 0.4	1.1	2	6	-11	42	2	5	1486	/	-9
Cc1ccc2c(CN3CCN(CCO)CC3)cc(=O)oc2c1
 : -0.7	1	2	1	-2	1	4	3	1639	-0.23	-16
CC(C)CCNC(=O)c1sc2ccc(S(=O)(=O)N3CCCCC3)cc2c1N
 : 0.8	0.9	5	-4	13	12	1	-5	1651	/	-5
Cc1ccc(N(CC(=O)Nc2ccccc2-c2ccccc2)S(=O)(=O)c2ccccc2)cc1
 : 5.6	0.9	-7	1	10	23	-5	-2	1442	/	/
C=CCN1C(=O)SC(Cc2cccc(OC)c2O)C1=O (stereo not given)
 : 0.3	1	1	-4	-4	2	-3	9	1446	-0.91	4
Cc1csc(NC(=O)CSc2nncn2C)n1
 : -0.9	1	0	4	5	-5	1	-6	1410	0.47	-43
CCCCn1c(=NC(=O)c2cccnc2)c(C#N)cc2c(=O)n3cccc(C)c3nc21
 : 0.4	1	5	-10	0	3	2	1	1559	0.75	/
CC(C)(C)NC(=O)COC(=O)c1ccc(Cl)c(S(N)(=O)=O)c1
 : -0.3	0.8	-1	-11	15	7	-6	-6	1339	1.2	-17
S=C(c1ccc[nH]1)N1CCOCC1
 : 0.4	0.9	18	10	13	-6	11	1	1584	0.47	/
Oc1ccccc1/C=N/Nc1ccccc1
 : -0.4	1	2	-4	0	13	-4	5	1513	-0.77	1
CC(C)C(NC(=O)CN1C(=O)c2ccccc2S1(=O)=O)C(C)C
 : -1.2	1	3	10	5	-6	6	1	1662	/	-23
c1ccc(-c2nc(NC3CC3)nc(-n3ccnc3)n2)cc1
 : 1.6	0.9	-4	0	9	12	3	4	1439	-1	-13
CC1Cc2ccccc2N1C(=O)CN1CCC(n2nnc3cc(C(F)(F)F)ccc32)CC1 (stereo not given)
 : -0.1	1	-7	-1	-4	95*	-5	0	1324	-2.6	/
CCC(C)NC(=O)c1ccccc1NC(=O)c1ccccc1N(C)S(C)(=O)=O (stereo not given)
 : -0.9	0.9	5	3	10	-4	14	3	1657	0.12	/
CCc1ccc2oc(C(=O)NCc3ccc(S(N)(=O)=O)cc3)c(C)c2c1
 : -1.6	0.9	2	-14	6	2	0	9	1630	0.32	-17
COc1ccc(CCNC2=C(Cl)C(=O)N(CCc3ccccc3)C2=O)cc1OC
 : 0.0	1	0	13	0	2	0	-5	1499	0.42	/
Cc1ccc(C(=O)Nc2cc(Cl)ccc2N2CCCCC2)s1
 : 0.1	0.4	8	2	/	13	13	-1	1528	-0.43	/
COc1ccc(OCC(=O)Nc2ccc(S(=O)(=O)Nc3nc(C)cc(C)n3)cc2)cc1
 : -1.4	1.1	-2	-7	-10	-3	3	-5	1487	0.77	-3
O=C(OCc1csc(Nc2ccccc2)n1)c1ccc(Cl)cc1
 : 0.8	0.9	2	0	12	-2	7	12	1619	/	-4
CC(Sc1nc2ccccc2s1)C(=O)c1c(N)n(C)c(=O)n(C)c1=O (stereo not given)
 : -0.2	1	0	-11	-1	8	-3	-4	1776	-2.6	0
CCNc1nc(Cl)nc(NNC(=O)C(C)Oc2ccccc2)n1 (stereo not given)
 : 0.4	0.9	4	5	12	-5	-3	-2	1660	/	-1
O=C(CN1C(=O)c2cccc3cccc1c23)Nc1ccc(S(=O)(=O)Nc2nccs2)cc1
 : 0.0	0.9	2	3	10	-6	2	-1	1736	0.36	/
COc1ccc(C(C)=O)cc1CSCCC#N
 : 0.0	0.9	4	1	13	0	-7	2	1648	/	/
O=C(Nc1ccccc1)c1ccc(COc2ccccc2)cc1
 : -1.4	0.9	0	2	8	-8	2	-7	1593	0.29	3
CCOC(=O)N/N=C\c1ccc([N+](=O)[O-])o1
 : 2.6	0.9	-12	10	11	98*	5	4	1620	/	/
CC(c1ccccc1)n1c(SCC(=O)N2CC(=O)Nc3ccccc32)nc2ccccc2c1=O (stereo not given)
 : 0.6	0.8	-1	0	19	30	-10	-4	1465	/	-6
c1ccc(OCCOc2ccccc2-c2nnco2)cc1
 : 1.4	0.9	-4	-1	13	20	-3	-12	1354	/	-8
COc1ccc(C(=O)N2CCN(Cc3ccccc3C)CC2)cc1OC
 : 0.0	1.1	-5	19	-11	-6	5	5	1608	/	13
CC(=O)NC(Cc1ccccc1)C(=O)OCC(=O)c1ccc(Br)cc1 (stereo not given)
 : -0.7	1	4	6	-2	-12	8	2	1511	-0.76	-5

Screens (PubChem BioAssay)
